Screening results: PubChem BioAssay, several laboratories
PPARg SRC-2 ag = promotes SRC-2 coactivator recruitment by human PPARgamma; P37231; activation, % at 8 µM; PPARgamma LBD-SRC-2 recruitment, biochemical; hit rate 0.34% among 200,000; AID 1032; in the data active = activation above about 22%;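 note: 0% = vehicle and 100% = reference agonist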
Target sequence (P37231 whole entry, looked up, the tested form may be a part): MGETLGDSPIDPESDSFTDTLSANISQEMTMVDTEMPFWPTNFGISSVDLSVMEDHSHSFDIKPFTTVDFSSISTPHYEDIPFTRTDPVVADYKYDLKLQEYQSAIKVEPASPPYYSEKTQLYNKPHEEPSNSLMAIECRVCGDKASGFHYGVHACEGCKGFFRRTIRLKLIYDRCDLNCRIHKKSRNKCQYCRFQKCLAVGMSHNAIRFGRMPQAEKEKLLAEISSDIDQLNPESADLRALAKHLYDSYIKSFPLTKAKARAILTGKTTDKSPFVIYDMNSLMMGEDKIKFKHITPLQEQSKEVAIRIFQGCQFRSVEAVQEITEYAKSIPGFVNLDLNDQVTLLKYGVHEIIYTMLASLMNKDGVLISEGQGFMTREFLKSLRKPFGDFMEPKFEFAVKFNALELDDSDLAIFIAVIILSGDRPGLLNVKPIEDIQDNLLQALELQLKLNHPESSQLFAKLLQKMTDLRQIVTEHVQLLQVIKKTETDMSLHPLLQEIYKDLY
bIAP inh = intestinal alkaline phosphatase (bovine) inhibition. purified bovine IAP, CDP-star luminescence, 30 min. inhibition, % at 20 µM. 190,000 tested, under 10 active;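 active = over 50% inhibition of intestinal alkaline phosphatase at 20 µM in the single-dose screen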
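Assay system: bovine IAP enzyme; medium: DEA buffer 100 mM, pH 9.8, with MgCl2 1.0 mM, ZnCl2 0.02 mM; doses: 20 µM single dose; incubation: enzyme reaction for 30 min at room temperature; detection: CDP-star luminescence signal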
bIAP act = increases bovine intestinal alkaline phosphatase activity | activation factor at 20 µM | hit rate 0.17% among 200,000 | purified bovine IAP, CDP-star luminescence, 30 min; active compounds read high; fold of DMSO-control signal, blank-subtracted | AID 1016;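 active = activation factor of 2 or more at 20 µM, a signal rise over negative controls twice the positive control's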
PPARg SRC-3 ag = PPARgamma-driven SRC-3 recruitment agonism; P37231; biochemical PPARgamma/SRC-3 coactivator recruitment assay; activation, % at 8 µM; hit rate 0.26% among 200,000; AID 731; in the data active = activation above about 23%;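 note: 0% = DMSO and 100% = reference agonist; some compounds past the cut are filed as inactive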
TNAP act hiacc = activators of human TNAP at high phosphate acceptor concentration | activation factor at 20 µM | AID 1136 | purified TNAP, CDP-star luminescence, 1 M DEA, 30 min; active compounds read high; 0 = EDTA background, 1 = DMSO-only activity | 200,000 tested, under 10 active;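 active = activation factor at least 2 at 20 µM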
Target sequence (P05186 whole entry, looked up): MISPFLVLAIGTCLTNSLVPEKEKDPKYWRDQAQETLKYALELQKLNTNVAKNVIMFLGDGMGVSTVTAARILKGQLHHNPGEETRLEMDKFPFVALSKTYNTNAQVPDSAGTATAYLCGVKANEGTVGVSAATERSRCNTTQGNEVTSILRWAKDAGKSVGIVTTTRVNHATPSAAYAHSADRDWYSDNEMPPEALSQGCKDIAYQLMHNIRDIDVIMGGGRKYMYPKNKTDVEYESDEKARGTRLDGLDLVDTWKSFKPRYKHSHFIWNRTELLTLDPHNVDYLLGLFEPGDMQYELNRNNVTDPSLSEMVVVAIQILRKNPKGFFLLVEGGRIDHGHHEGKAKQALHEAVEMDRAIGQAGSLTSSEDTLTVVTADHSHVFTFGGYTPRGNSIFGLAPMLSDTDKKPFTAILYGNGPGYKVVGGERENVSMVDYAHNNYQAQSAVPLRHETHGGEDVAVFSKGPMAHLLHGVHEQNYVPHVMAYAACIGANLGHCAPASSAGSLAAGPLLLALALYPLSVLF
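Dosing: 20 µM single point. System: human TNAP. Amount: TNAP 1/800 final. Incubation: 30 min, room temperature. Read-out: TNAP activation factor scaled between EDTA and DMSO control wells. Signal: luminescence from CDP-star hydrolysis. Medium: 1 M DEA, pH 9.8, Mg2+, Zn2+. Control set: EDTA negative control, DMSO positive control.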
TR-FRET SRC-2 ct = counter-screen for PPARgamma SRC-2 recruitment agonists: TR-FRET artefact. active compounds read high. AID 1049. TR-FRET ratio at 8 µM. hit rate 0.4% among 200,000; in the data active = TR-FRET ratio above about 2000; note: inactives centre near 1500
HMGR II inh = inhibitors of class II HMG-CoA reductase from Enterococcus faecalis. purified E. faecalis HMGR, NADPH absorbance 340 nm kinetic. inhibition, % at 10 µM. hit rate 0.41% among 190,000;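 active = inhibition above a set limit, the median over all tested compounds plus 3 SD, cut at about 9.5% in these data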;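 note: enzyme runs in reverse so mevalonate oxidation gives rising NADPH absorbance; 0% = complete reaction with DMSO and 100% = background rate lacking mevalonate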
TNAP inh no acc = inhibitors of human TNAP without phosphate acceptor; purified TNAP, CDP-star luminescence, 30 min; hit rate 0.26% among 200,000; inhibition, % at 20 µM; P05186;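 active = tissue-nonspecific alkaline phosphatase inhibition above about 50% at 20 µM in the single-dose screen, limit read from the data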;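 note: 0% = DMSO negative control and 100% = EDTA positive control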
PPARg SRC1 recr = PPARgamma-driven SRC-1 recruitment agonism; activation, % at 8 µM; hit rate 0.41% among 200,000; P37231; PPARgamma-SRC-1 coactivator recruitment biochemical assay; in the data active = activation above about 19%;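 note: 0% = DMSO and 100% = reference agonist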
TNAP inh hiacc = TNAP (human) inhibition, high acceptor; purified TNAP, CDP-star luminescence, 1 M DEA; hit rate 0.03% among 200,000; inhibition, % at 20 µM; AID 1135;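 active = over 50% inhibition of tissue-nonspecific alkaline phosphatase at 20 µM in the single-dose screen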;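 note: plate controls were DMSO wells for no effect and EDTA-quenched wells as full inhibition for full effect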
The depositor's hits bear a star.

Preview:
SMILES	PPARg SRC-2 ag	bIAP inh	bIAP act	PPARg SRC-3 ag	TNAP act hiacc	TR-FRET SRC-2 ct	HMGR II inh	TNAP inh no acc	PPARg SRC1 recr	TNAP inh hiacc
Cc1c(O)c(CN2CCCC2)cc2c1oc(=O)c1ccccc12	2	-5	1.1	-3	1	1591	-2	-9	3	-4
Cc1cccc(N(Cc2nnc3n2CCCCC3)C(=O)Nc2ccccc2)c1	10	2	1	14	1	1673	-3	-9	11	-1
N#CCCN1CCN(C2=NC(=O)/C(=C\c3cccs3)S2)CC1	2	-5	1.1	2	0.9	1410	-4	4	8	10
CCC(NC(=O)C1CCC1)c1ccccc1 (stereo not drawn)	3	9	0.9	9	1	1587	-12	-13	2	-5
Cc1ccc(O)c(C(CC(=O)N2CCCC2)c2ccccc2)c1 (stereo not drawn)	-3	7	0.9	0	1	1420	-8	-1	-2	0
Fc1cc2nccnc2cc1N1CCSCC1	6	6	0.9	4	1.1	1618	3	-10	6	-8
COc1ccccc1C(=O)Oc1ccccc1C(=O)Nc1ccccc1	5	10	0.9	6	1.1	1602	0	-7	1	-7
CCn1c(SCC(=O)NNC(=O)c2ccco2)nnc1-c1ccco1	0	-50	1.5	3	1	1327	-4	-10	-5	-1
CCOC(=O)C1=C(CN2CCOCC2)NC(=O)NC1c1cccc([N+](=O)[O-])c1 (stereo not drawn)	0	-6	1.1	4	1.1	1663	-5	-6	3	-5
COc1ccc(-c2cc(=O)n(-c3nc4ccccc4[nH]3)[nH]2)cc1	0	-32	1.3	0	1	1448	-5	-21	0	-4
CSc1nc2c(c(-c3ccc(O)cc3)c1C#N)CCC2	18	10	0.9	-5	1	1578	1	2	-1	-2

The whole of this part, repeating the preview:
SMILES	PPARg SRC-2 ag	bIAP inh	bIAP act	PPARg SRC-3 ag	TNAP act hiacc	TR-FRET SRC-2 ct	HMGR II inh	TNAP inh no acc	PPARg SRC1 recr	TNAP inh hiacc
Cc1c(O)c(CN2CCCC2)cc2c1oc(=O)c1ccccc12	2	-5	1.1	-3	1	1591	-2	-9	3	-4
Cc1cccc(N(Cc2nnc3n2CCCCC3)C(=O)Nc2ccccc2)c1	10	2	1	14	1	1673	-3	-9	11	-1
N#CCCN1CCN(C2=NC(=O)/C(=C\c3cccs3)S2)CC1	2	-5	1.1	2	0.9	1410	-4	4	8	10
CCC(NC(=O)C1CCC1)c1ccccc1 (stereo not drawn)	3	9	0.9	9	1	1587	-12	-13	2	-5
Cc1ccc(O)c(C(CC(=O)N2CCCC2)c2ccccc2)c1 (stereo not drawn)	-3	7	0.9	0	1	1420	-8	-1	-2	0
Fc1cc2nccnc2cc1N1CCSCC1	6	6	0.9	4	1.1	1618	3	-10	6	-8
COc1ccccc1C(=O)Oc1ccccc1C(=O)Nc1ccccc1	5	10	0.9	6	1.1	1602	0	-7	1	-7
CCn1c(SCC(=O)NNC(=O)c2ccco2)nnc1-c1ccco1	0	-50	1.5	3	1	1327	-4	-10	-5	-1
CCOC(=O)C1=C(CN2CCOCC2)NC(=O)NC1c1cccc([N+](=O)[O-])c1 (stereo not drawn)	0	-6	1.1	4	1.1	1663	-5	-6	3	-5
COc1ccc(-c2cc(=O)n(-c3nc4ccccc4[nH]3)[nH]2)cc1	0	-32	1.3	0	1	1448	-5	-21	0	-4
CSc1nc2c(c(-c3ccc(O)cc3)c1C#N)CCC2	18	10	0.9	-5	1	1578	1	2	-1	-2
Cc1ccoc1C(=O)N1CCCC(CCC(=O)N2CCN(c3ccccn3)CC2)C1 (stereo not drawn)	4	-8	1.1	5	1	1677	-2	2	11	4
Cn1c(=O)c2ncn(CC(=O)NCCOc3ccccc3)c2n(C)c1=O	9	4	1	9	1.1	1606	-3	-10	-1	-8
O=C(/C=C/c1ccc(Cl)cc1)N(Cc1ccccc1)C1CCS(=O)(=O)C1 (stereo not drawn)	-2	2	1	1	1	1584	1	-11	2	2
O=S(=O)(c1ccc(NCC2CCCCC2)nc1)N1CCOCC1	1	8	0.9	2	1.1	1543	-6	-14	6	-6
COc1ccc(C(=O)NCC(=O)OCC(=O)NCc2cccs2)cc1	4	6	0.9	5	1.1	1615	-7	-3	-2	-6
Cc1ccc(-c2nc(CN3CCCCC3CCN3CCCC3=O)c(C)o2)o1 (stereo not drawn)	13	1	1	7	1.1	1741	-6	-15	1	-6
Cc1cc(=O)oc2c1c(C)nn2-c1cccc(Cl)c1	5	7	0.9	7	1.1	1601	0	-14	-3	-6
COc1c(Cl)cc(-c2noc(C)c2C(=O)NCCc2ccc(C)cc2)cc1Cl	3	6	0.9	1	1	1694	-7	3	2	-4
S=C(Nc1ccc2nsnc2c1)N1CCCCCC1	11	-11	1.1	8	1	1869	2	-7	20	-3
S=C(Nc1cccc2ccccc12)N1CCN(c2ncccn2)CC1	-4	4	1	-9	1	1350	-3	-2	-5	3
Cc1ccc(S(=O)(=O)N(CC(=O)NCC2CCCO2)c2cccc([N+](=O)[O-])c2)cc1 (stereo not drawn)	4	9	0.9	8	1	1572	-5	-3	7	0
COc1ccc(CN(C)c2nc(-c3cccnc3)nc3ccccc23)cc1OC	4	-4	1	3	1	1427	6	-11	-9	-5
CCOC(=O)CC1COCCN1Cc1cn(C)nc1-c1ccccc1F (stereo not drawn)	-4	-3	1	1	1.1	1326	0	-13	2	-7
COc1cccc(-n2nnc3c(=O)n(CC(=O)Nc4ccccc4C)cnc32)c1	17	2	1	5	1	1703	-1	-13	6	-4
Cc1ccc(Cn2c(C)nc3c(c2=O)c2nc4ccccc4nc2n3Cc2ccco2)cc1	-3	-4	1	1	1	1602	-3	-8	5	-1
COCCNC(=O)c1ccccc1NS(=O)(=O)c1ccc(Br)s1	0	14	0.9	-4	1	1572	-1	-3	4	1
O=C(Nc1cccc(F)c1)c1ccc2c(c1)OCO2	2	12	0.9	6	1.1	1477	0	-4	-4	-7
CSc1cccc(NC(=O)Cc2ccccc2[N+](=O)[O-])c1	1	12	0.9	1	1	1342	1	-8	-4	0
O=C(NC(=S)Nc1ccc(S(=O)(=O)Nc2nccs2)cc1)c1ccc(Br)o1	5	5	1	-2	1	1703	0	-7	8	-4
Cc1[nH]nc2c1C(C(C)c1ccccc1)C(C#N)=C(N)O2 (stereo not drawn)	7	11	0.9	3	1.1	1540	-10	-2	2	-5
COc1ccccc1OCCC(=O)OCC(=O)Nc1cc(S(=O)(=O)N(C)C)ccc1Cl	4	15	0.9	4	1.1	1431	-1	-12	-7	-6
CCNC(=S)N/N=C(\C)c1cc2ccccc2o1	-2	0	1	2	1	1483	1	-72	7	1
NS(=O)(=O)c1ccc(CNC(=O)c2ccc(Cl)cc2[N+](=O)[O-])cc1	-14	19	0.8	-2	1	1512	-3	-23	-4	4
CC1=C(C(=O)Nc2ccccc2C)C(c2ccccc2)NC(=O)N1 (stereo not drawn)	-3	-7	1.1	-6	1	1412	4	-6	1	-2
CC(NC(=O)c1ccco1)C1CCCO1 (stereo not drawn)	-3	10	0.9	1	1	1181	-10	-17	1	-4
O=C(CN1CCN(C(c2ccccc2)c2ccccc2)CC1)NC(=O)NCc1ccco1	-1	4	1	-4	1.1	1435	1	-9	0	-7
Cc1nnc(NC(=O)CCCCCN2C(=O)C3C4C=CC(C4)C3C2=O)s1 (stereo not drawn)	-4	-1	1	0	1	1555	-8	-2	4	-4
CCN1CCN(C(=S)NCc2ccc(C)cc2)CC1	6	9	0.9	1	1	1647	-4	-7	-5	-1
C/C(=N\NC(=O)C(N)=O)c1ccc2c(c1)OCCO2	3	-4	1	2	1.1	1737	1	-10	11	-6
CCC1CCCCN1C(=O)CSc1nc2c([nH]c3ccccc32)c(=O)n1C (stereo not drawn)	13	18	0.8	2	1	1548	-4	-7	1	-3
CCCC(c1nnnn1Cc1ccco1)N1CCN(c2ccccc2)CC1 (stereo not drawn)	4	-3	1	5	1	1600	2	0	2	4
CCOc1ccc(S(=O)(=O)Nc2ccc(S(=O)(=O)Nc3cc(OC)ccc3OC)cc2)cc1	12	8	0.9	5	1	1709	4	-18	9	-3
CC1=NN(C(=O)c2ccc(Cn3nc(C)cc3C)o2)C(O)(C(F)(F)F)C1 (stereo not drawn)	5	-12	1.1	-5	1.1	1414	1	-16	-2	-9
O=C(OCC(=O)c1ccc(Cl)s1)c1ccc2ccccc2n1	11	11	0.9	1	1	1544	-4	-17	6	-3
CCOC(=O)Cc1csc(NC(=O)CS(=O)(=O)Cc2ccccc2)n1	-1	12	0.9	4	1	1440	-8	-10	-2	-4
Brc1ccc2oc3c(N4CCOCC4)ncnc3c2c1	4	10	0.9	6	1	1701	1	-17	8	-4
CCC(c1nnnn1Cc1ccccc1)N(Cc1ccco1)Cc1cc2cc(OC)ccc2[nH]c1=O (stereo not drawn)	8	-10	1.1	4	1.1	1625	0	-5	-2	-7
CCCCn1c(=O)c(CCC(=O)OC(C)C(=O)Nc2cccc(Cl)c2Cl)nc2ccccc21 (stereo not drawn)	-2	5	0.9	-3	1	1465	-6	-8	2	-1
Cn1cc(S(=O)(=O)N2CCCC(C(=O)O)C2)cn1 (stereo not drawn)	-1	-6	1.1	-1	1	1338	1	-10	4	-4
Cn1c(N)c(C(=O)COC(=O)CCCc2c[nH]c3ccccc23)c(=O)n(C)c1=O	4	11	0.9	-3	1.1	1638	-6	-12	-1	-7
Cc1cc(O)c(C2(C(F)(F)F)NCCNC2=O)cc1C (stereo not drawn)	8	4	1	-8	1	1599	0	-9	2	-3
CCOC(=O)CCCCC(=O)c1[nH]c(=O)[nH]c1CSc1nnc2c3cc(Br)ccc3n(C)c2n1	3	-30	1.3	6	1	1666	-8	-13	2	4
O=C(NNc1nc(-c2ccccc2)cs1)c1ccco1	5	3	1	0	0.9	1601	-3	-141	-1	9
C/C(CCc1ccc2c(c1)OCO2)=N\NC(=O)c1ccccc1Br	7	-2	1	4	1	1670	3	-11	3	-4
Cc1cccc(NC(=O)COc2ccccc2C)n1	4	4	1	12	1	1456	1	-9	-2	-3
Cc1ccc(NC(=S)N(CCN(C)C)Cc2cccs2)cc1	6	3	1	1	1	1698	3	-10	0	0
CCc1ccc(Nc2ncc3c(n2)CC(c2ccco2)CC3=O)cc1 (stereo not drawn)	7	-1	1	-2	1	1481	-4	-2	-6	-3
